EPAC2 antagonist = EPAC2 (human) antagonism; Q8WZA2; EPAC2 GEF exchange of Rap1B-BODIPY-GDP, fluorescence; Potency, µM (series often up to 114 µM), inactives show at the highest dose activity, negative = inhibition, actives largely listed as inhibitors; 360,000 compounds, 0.18% hits; AID 720708; further: potency means the concentration at half of the fitted maximal effect; on the % scale 0 is the no-effect control and ±100 the full control effect; nearly all actives have a fitted effect of over 45% in size; many of its hits are not listed in these tables
Target sequence (Q8WZA2 whole entry, looked up): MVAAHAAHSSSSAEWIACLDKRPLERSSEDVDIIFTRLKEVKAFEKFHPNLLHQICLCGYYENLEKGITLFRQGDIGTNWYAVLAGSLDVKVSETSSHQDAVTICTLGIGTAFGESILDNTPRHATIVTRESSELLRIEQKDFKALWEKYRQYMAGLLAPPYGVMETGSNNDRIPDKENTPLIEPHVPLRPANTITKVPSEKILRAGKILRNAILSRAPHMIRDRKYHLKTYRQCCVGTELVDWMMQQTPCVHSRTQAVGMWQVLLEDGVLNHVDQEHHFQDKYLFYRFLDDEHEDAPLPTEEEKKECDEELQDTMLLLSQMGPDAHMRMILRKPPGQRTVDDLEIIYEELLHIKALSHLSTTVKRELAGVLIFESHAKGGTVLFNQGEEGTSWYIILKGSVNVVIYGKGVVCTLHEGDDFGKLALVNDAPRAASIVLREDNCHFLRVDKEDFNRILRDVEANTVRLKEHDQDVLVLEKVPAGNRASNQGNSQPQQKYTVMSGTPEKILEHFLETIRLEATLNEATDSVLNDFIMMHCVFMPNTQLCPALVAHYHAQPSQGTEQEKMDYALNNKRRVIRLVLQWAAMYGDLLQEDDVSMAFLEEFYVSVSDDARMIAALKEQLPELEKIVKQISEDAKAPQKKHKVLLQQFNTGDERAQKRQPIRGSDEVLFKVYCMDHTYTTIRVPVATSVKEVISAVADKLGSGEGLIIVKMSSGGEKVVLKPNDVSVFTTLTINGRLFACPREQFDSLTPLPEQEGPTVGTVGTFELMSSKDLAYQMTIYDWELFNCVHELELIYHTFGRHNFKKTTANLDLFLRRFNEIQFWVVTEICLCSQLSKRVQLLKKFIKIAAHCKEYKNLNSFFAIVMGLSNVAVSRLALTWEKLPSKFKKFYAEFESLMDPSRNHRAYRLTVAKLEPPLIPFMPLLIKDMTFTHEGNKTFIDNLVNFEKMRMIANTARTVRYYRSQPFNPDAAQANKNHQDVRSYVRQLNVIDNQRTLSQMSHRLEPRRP
CCT chaperon mod = cytosolic chaperonin activity modulation; purified chaperonin ATPase assay, HTRF ADP detection, 30 min; activity change, % (concentration not given with the values), hits read low; 360,000 compounds, 0.3% hits; in the data active means activity change below about -30%; further: on the % scale 0 is the no-effect control and ±100 the full control effect
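Nucleotide hydrolysis assay: TRiC at 20–40 nM final (set by batch activity) with 10 uM ATP, 30 min at 37 °C, in presence of 76 uM compound. Detection by competitive ADP HTRF, 30 min ambient.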
TGFb inhibitor = inhibitors of TGF-b signaling. HepG2 CAGA-GFP TGF-b/SMAD3 reporter, GFP fluorescence, 18 h; TGF-beta stimulated, 500 pg/mL final. Potency, µM (series often up to 46.1 µM), for inactives: top-dose activity, negative = inhibition, actives largely listed as inhibitors. 410,000 compounds, 1.2% hits. AID 588855; further: potency means the concentration at half of the fitted maximal effect; on the % scale 0 is the no-effect control and ±100 the full control effect; nearly all actives have a fitted effect of over 65% in size
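Cell-based qHTS in HEPG2 carrying a CAGA-GFP Smad reporter; compounds added before 500 pg/mL final TGF-beta, 18 h incubation at 37 degrees C, GFP fluorescence quantified per cell by imaging cytometry.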
Akt phos inh = inhibitors of Akt phosphorylation; Neuro2A IGF-stimulated pAkt S473 HTRF, 20 min; active compounds read low; activity change, % for hits at 50 µM; 360,000 compounds, 0.32% hits; in the data active means activity change below about -80%; inconclusive means mostly about -51% to -80%; further: on the % scale 0 is the no-effect control and ±100 the full control effect
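Single-point screen (50 µM final compound) in Neuro2A cells stimulated 20 min with 6 nM IGF at 37 deg C. After lysis, Ser473-phosphorylated Akt read by HTRF (ex 330 nm, em 615/665 nm) as the 665/615 ratio.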
Nrf2 activator = activates Nrf2 signaling. 410,000 compounds, 0.31% hits. AREc32 ARE-luciferase reporter (MCF7-derived line), luminescence, 24 h. Potency, µM (highest dose often 46.1 µM), for inactives: top-dose activation, usual class: activators; further: potency means the concentration at half of the fitted maximal effect; % of control where 0% means no effect; nearly all actives have a fitted effect of over 65% in size
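Cells of the AREc32 ARE-luciferase line are plated in OPTI-MEM containing 5% FBS and left overnight at 37 deg C. Compounds are pinned in, incubation continues 24 hr, and firefly luciferase signal is then measured.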
MmCpn inh = blocks the Methanococcus maripaludis chaperonin Mm-Cpn; purified Mm-Cpn ATPase, ADP Transcreener TR-FRET; Potency, µM (highest dose often 76.9 µM), for inactives: at the top dose activity, negative = inhibition, hits mostly inhibitors; 330,000 compounds, 0.031% hits; AID 504842; further: potency means the concentration at half of the fitted maximal effect; on the % scale 0 is the no-effect control and ±100 the full control effect; nearly all actives have a fitted effect of over 80% in size
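25 nM Mm-CPN + cpd, 10 min 37°C; + 10 uM ATP, 30 min 37°C; buffer 30 mM Tris pH 7.4, 100 mM KCl, 5 mM MgCl2, 1 mM DTT; Transcreener ADP HTRF detection 30 min RT.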
Nrf2 block = blocks Nrf2 signaling. A549 ARE-Fluc reporter, luciferase luminescence, 18-24 h. Potency, µM (series often up to 46 µM), inactives show top-dose activity change, negative = inhibition, usual class: inhibitors. 360,000 compounds, 2.1% hits. AID 504444; further: potency means the concentration at half of the fitted maximal effect; on the % scale 0 is the no-effect control and ±100 the full control effect; nearly all actives have a fitted effect of over 60% in size
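Reporter: ARE-Fluc in A549. Exposure: 18-24 h, 37 °C, 5% CO2, 5% FBS OPTI-MEM. Readouts: fluorescent cytotoxicity (CellTiter-Fluor), then luminescent Nrf2 signal after BugLite.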
EPAC2 agonist = agonists of human EPAC2 (RAPGEF4) | Potency, µM (highest dose often 154 µM), for inactives: top-dose activation, usual class: activators | EPAC2 activation, biochemical qHTS; response scale: 100% = 6.5 mM cAMP response | Q8WZA2 | 360,000 compounds, 0.079% hits; further: potency means the concentration at half of the fitted maximal effect; nearly all actives have a fitted effect of over 50% in size
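Readout is BODIPY fluorescence (480 nm excitation, 540 nm emission), which falls as labeled GDP is exchanged off Rap1B. EPAC2 at 100 nM acted on 250 nM RAP1B-BODIPY-GDP with 50 uM GDP present.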
A549 tox = kills or reduces viability of A549 cells in Nrf2 counter-screen; Potency, µM (top dose mostly 46 µM), for inactives: at the top dose activity change, negative = cytotoxicity, most hits filed as inhibitors; 390,000 compounds, 0.16% hits; A549 ARE-Fluc cells, CellTiter-Fluor viability, 18-24 h; further: potency means the concentration at half of the fitted maximal effect; on the % scale 0 is the no-effect control and ±100 the full control effect
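A549 ARE_Fluc cells in 5% FBS OPTI-MEM were exposed to compounds in concentration-response for 18-24 h at 37 deg C. Viability was read by CellTiter-Fluor fluorescence (Ex 405/Em 525) after 30 min, before the luciferase read.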
* marks the source's active call; other numbers are inactive results; i = inactive; ? = inconclusive; nt = not tested or not shown; & = joins results of further samples; [ ] = remark or other dose. Unless noted, the call rests on the fitted dose curve; in most records, active means well fitted curve in the direction sought with a large enough effect; inconclusive means small, poorly fitted or top-dose-only effect, or another doubt; inactive means no such curve, though single readings can be large; an effect the other way counts as inactive or inconclusive.

SMILES	EPAC2 antagonist	CCT chaperon mod	TGFb inhibitor	Akt phos inh	Nrf2 activator	MmCpn inh	Nrf2 block	EPAC2 agonist	A549 tox
COC(=O)C[C@H](NC(=O)Cn1cnc2c(SC)nc(N)nc21)C(=O)OC	17%	0.7	-1%	i	0.3%	-1%	8%	2%	6%
CCOc1ccc2oc(=O)cc(CN3CCN(c4ccc(Cl)cc4)CC3)c2c1	nt	nt	?	nt	5.4%	nt	-1%	nt	3%
COc1ccccc1NC(=O)CN1C(=O)COc2ccc(S(=O)(=O)N3CCCCCC3)cc21	0%	0.1	?	i	0.3%	2%	-6%	-3%	?
CCCC(=O)Nc1ccc(Cl)c(NC(=S)NC(=O)C(C)C)c1	0%	-0.3	-12%	i	-1.0%	0%	?	2%	-3%
CC(C(=O)Nc1ccc(F)c(F)c1F)N(C)CCOc1ccccc1 (configuration not stated)	-23%	-0.5	?	i	-0.5%	1%	-4%	16%	6%
CC(C)(C)n1ncc2c(=O)n(CC(=O)N3CCCC3)cnc21	2%	-2.3	0%	i	-0.8%	0%	-4%	9%	-5%
O=C(CSc1ncccn1)N1CCCc2ccccc21	-1%	0.2	-8%	i	1.7%	0%	6%	-2%	-5%
O=[N+]([O-])c1cccc(COc2ccc(CN3CCCCC3)cc2)c1	3%	-3.0	17%	i	5.1%	nt	?	4%	1%
CCc1ccc2oc(-c3ccc(C)c(NC(=O)Cc4ccccc4)c3)nc2c1	nt	nt	3%	nt	0.9%	nt	?	nt	5%
COc1ccc(C)cc1NC(=O)NC1CC(=O)N(c2ccc3c(c2)OCCO3)C1 (configuration not stated)	-14%	-0.3	-21%	i	-0.7%	nt	nt	2%	nt
CCOC(=O)c1cc(-c2ccccc2)sc1NC(=O)C(C)C	3%	-1.9	0%	i	0.2%	1%	?	-8%	?
CC(C)c1nnc(SCC(=O)NC(C)(C)C)n1C	4%	0.3	2%	i	0.4%	3%	-5%	8%	6%
COc1ccc(Nc2nc3ccccc3n3c(N)nnc23)cc1	nt	nt	5%	nt	10%	nt	-1%	nt	-5%
CC(C)Cc1nc(SCC(=O)NCC2CCCO2)c2c(=O)n(C)c(=O)n(C)c2n1 (configuration not stated)	2%	-0.6	12%	i	-0.3%	1%	-23%	2%	-1%
COC(=O)c1ccc(=O)c2nc3/c(=C/O)c(O)cc(=O)c3[nH]c12	-14%	-1.2	17%	i	0.2%	-6%	3%	3%	?
Cc1nc(-c2ccc(F)cc2)c(CC(=O)Nc2cccc(S(=O)(=O)N3CCOCC3)c2)s1	-3%	-0.2	-1%	i	-0.4%	-1%	12%	3%	-9%
COc1cccc(NC(=O)CN(C)C(=O)/C=C/c2cn(Cc3ccccc3)nc2-c2cccnc2)c1	2%	1.1	-19%	i	-0.5%	2%	-25%	9%	-4%
CCN1CCCC1CNC(=O)Cn1nc(C)n2c(cc3cc(F)ccc32)c1=O (configuration not stated)	1%	-1.8	2%	i	-0.3%	1%	8%	4%	0%
Nc1nnc(SCCCC(=O)c2ccccc2)s1	5%	-0.2	-1%	i	0.2%	1%	nt	2%	2%
Cc1nn(C)cc1S(=O)(=O)Nc1ccc2c(c1)OCCO2	2%	-1.9	17%	i	1.1%	-3%	?	-2%	6%
Cc1ccc(C(=O)NC(=S)Nc2cccc3nsnc23)cc1	1%	-1.7	-15%	i	19%	-7%	?	-13%	-7%
CCNC(=O)c1ccc(C)c(-n2c(C)nc3cccnc32)c1	nt	nt	0%	nt	0.2%	nt	18%	nt	-5%
COC(=O)c1cc(S(=O)(=O)NCCN2CCOCC2)cn1C	3%	-0.8	1%	i	-0.1%	2%	15%	4%	1%
NC(=O)CN1C(=O)C2(SCC(=O)N2c2cccc(F)c2)c2ccccc21 (configuration not stated)	nt	nt	-1%	nt	0.2%	nt	11%	nt	1%
CCCc1nnc(NC(=O)c2c(O)c3cccc4c3n(c2=O)CC4)s1	0%	-2.0	2%	i	0.0%	-2%	-21%	-1%	-17%
O=C(CSc1ccc2ccccc2n1)NCCCN1CCCC1=O	-8%	-1.9	-4%	i	0.2%	-1%	12%	1%	0%
O=C(NNC(=O)C1CCN(S(=O)(=O)c2ccc(Cl)cc2)CC1)c1ccccc1	8%	1.8	-3%	i	-0.5%	0%	5%	2%	0%
CCc1ccc([C@@H]2C[C@H]3[C@@H](CN2S(=O)(=O)c2ccc(C)cc2)C(=O)C[C@@H](c2cccc(Cl)c2)N3S(=O)(=O)c2ccc(C)cc2)cc1	6%	-2.3	47%[activator]	i	1.0%	nt	nt	8%	nt
O=C(CN1CCOCC1)Nc1nc(-c2ccccc2Cl)cs1	13%	-1.4	-15%	i	2.9%	1%	-14%	8%	9%
O=C(Cn1ncc(Cl)c(Cl)c1=O)N1CCOCC1	0%	-0.8	0%	i	11µM*	-1%	87%	9%	?
COc1ccc(C(C)(NC(C)=O)c2nc(-c3cccc(F)c3)cs2)cc1 (configuration not stated)	?	2.3	9%	i	-1.4%	nt	nt	6%	nt
Cc1cc(NC(=O)CSc2nnc(-c3ccccc3)o2)no1	9%	-3.3	-12%	i	4.1%	1%	18%	-4%	-1%
COc1ccc(C(=O)NCCCn2ccnc2)cc1	-2%	-1.1	-2%	i	-0.2%	3%	-6%	-4%	-9%
O=C1CCCc2nn(-c3ccccc3)c(-c3ccncc3)c21	0%	-1.8	?	i	-0.5%	-8%	-7%	6%	-1%
CCOc1ccc(-c2nc(CSCC(=O)NCCCN3CCCC3=O)c(C)o2)cc1	15%	-0.4	3%	i	-0.7%	-1%	-14%	5%	1%
Cc1ccccc1OCCCC(=O)Nc1ccc(N2CCOCC2)cc1	-6%	-0.6	-19%	i	-0.1%	-1%	?	9%	-3%

Laid out differently: results already given
> O=C(NNC(=O)C1CCN(S(=O)(=O)c2ccc(Cl)cc2)CC1)c1ccccc1
  EPAC2 antagonist: 8%
  CCT chaperon mod: 1.8
  TGFb inhibitor: -3%
  Akt phos inh: i
  Nrf2 activator: -0.5%
  MmCpn inh: 0%
  Nrf2 block: 5%
  EPAC2 agonist: 2%
  A549 tox: 0%

> Cc1ccccc1OCCCC(=O)Nc1ccc(N2CCOCC2)cc1
  EPAC2 antagonist: -6%
  CCT chaperon mod: -0.6
  TGFb inhibitor: -19%
  Akt phos inh: i
  Nrf2 activator: -0.1%
  MmCpn inh: -1%
  Nrf2 block: ?
  EPAC2 agonist: 9%
  A549 tox: -3%

(more compounds)
SMILES	EPAC2 antagonist	CCT chaperon mod	TGFb inhibitor	Akt phos inh	Nrf2 activator	MmCpn inh	Nrf2 block	EPAC2 agonist	A549 tox
O=C(Nc1ccc(Br)cc1F)C1CCCN(S(=O)(=O)c2cnc[nH]2)C1 (configuration not stated)	7%	2.3	25%	i	-0.3%	1%	-8%	0%	3%
COC(=O)c1cc(C(=O)c2ccc(Cl)cc2)n2c(=O)/c(=C\N(C)C)sc12	93%[activator]	2.2	-1%	i	2.1%	-9%	?	100µM*	?
O=C(c1ccccc1)N1CCCC(C(=O)N2CCCCC2)C1 (configuration not stated)	3%	-1.6	1%	i	-1.0%	0%	-6%	2%	-4%
COc1ccc(-c2nc3ccccc3s2)cc1NC(=O)c1cc(OC)c(OC)c(OC)c1	nt	nt	-6%	nt	0.3%	nt	4%	nt	-7%
Cc1ccc(S(=O)(=O)N2CCN(Cc3ccco3)CC2)c(C)c1	-13%	-0.4	-3%	i	0.0%	-6%	-9%	5%	-1%
Cc1ccc(CNC(=O)CS(=O)Cc2nc(-c3cccs3)oc2C)cc1 (configuration not stated)	2%	0.5	-24%	i	2.5%	0%	-14%	3%	3%
Cc1ccc(NC(=O)CN2C(=O)C3C4C=CC(C4)C3C2=O)cc1 (configuration not stated)	21%	-4.9	6%	i	1.8%	-1%	22%	11%	1%
O=C(/C=C/c1ccccc1)NCCN1CCOCC1	-8%	-0.9	6%	i	-0.4%	-1%	-1%	9%	5%
CCC1=NN(C(=O)c2ccc(Br)cc2)C(O)(c2ccc(C)cc2)C1 (configuration not stated)	-21%	1.6	?	i	5.4%	-1%	8%	5%	-5%
CCOC(=O)c1nn(-c2ccccc2C)c2nc(-c3ccc(Cl)cc3)c(C#N)c(=O)n12	-2%	-0.3	0%	i	0.2%	-22%	-10%	19%	0%
C=CC[C@@H](CC(=O)NCCO)C(=O)N[C@@H](COC(=O)[C@@H](CC=C)Cc1ccc(F)cc1)Cc1ccccc1	0%	0.0	9%	i	4.5%	-1%	-6%	9%	5%
COc1ccc(-c2noc([C@@H]3O[C@H](CO)[C@H](O)[C@H](O)[C@H]3O)n2)cc1OC	12%	0.6	7%	i	-1.2%	nt	nt	-3%	nt
CS(=O)(=O)N(Cc1ccccc1)c1ccccc1C(=O)O	-4%	-0.7	-4%	i	-1.0%	2%	8%	2%	-2%
O=C(Cc1ccc(Br)cc1)NCCN1CCOCC1	13%	0.0	0%	i	-0.1%	1%	2%	14%	2%
CCOC(=O)COc1cccc2c(=O)n(CC(=O)NCc3ccc(F)cc3)ccc12	3%	-0.7	?	i	0.4%	-1%	15%	1%	-2%
COC(=O)c1cc(S(=O)(=O)NCC2CCN(Cc3cc(C)ccc3C)CC2)c[nH]1	1%	-0.4	?	i	-0.2%&-1.3%	0%	?	1%	1%&-1%
O=C(CCN1C(=O)c2ccccc2C1=O)N1CCC(c2ccccc2)C1 (configuration not stated)	4%	0.8	31%	i	0.4%	0%	26%	0%	-5%
Cc1ccc(CN2CCC[C@]3(N[C@H](c4ccc(C(F)(F)F)cc4)[C@@H]4C(=O)N(Cc5ccccc5)C(=O)[C@@H]43)C2=O)cc1	0%	0.5	-14%	i	-0.3%	nt	nt	-16%	nt

Bioassay records from PubChem BioAssay.

The list is partial; count on the stated rates, not on these rows.
